PglD inh: C. jejuni PglD acetyltransferase inhibitors, primary screen, biochemical, DTNB colorimetric, single point; UDP-N-acetylbacillosamine N-acetyltransferase PglD (Campylobacter jejuni); purified PglD enzyme, DTNB colorimetric CoA detection; inhibition, % at 12.5 µM; 0.098% of 360,000 active; AID 602405, 2012; in the data active means inhibition above about 16%, passing the limit was not always enough; further: strong numbers were not always called active
RAD52 anneal inh: RAD52 DNA annealing inhibitors, primary screen, biochemical, FRET, single point, set 2; recombinant RAD52 DNA annealing, FRET fluorescence; inhibition, % at 18.7 µM; 0.46% of 360,000 active;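 active means every replicate showing at least 50% inhibition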
Target sequence (P43351 whole entry, looked up): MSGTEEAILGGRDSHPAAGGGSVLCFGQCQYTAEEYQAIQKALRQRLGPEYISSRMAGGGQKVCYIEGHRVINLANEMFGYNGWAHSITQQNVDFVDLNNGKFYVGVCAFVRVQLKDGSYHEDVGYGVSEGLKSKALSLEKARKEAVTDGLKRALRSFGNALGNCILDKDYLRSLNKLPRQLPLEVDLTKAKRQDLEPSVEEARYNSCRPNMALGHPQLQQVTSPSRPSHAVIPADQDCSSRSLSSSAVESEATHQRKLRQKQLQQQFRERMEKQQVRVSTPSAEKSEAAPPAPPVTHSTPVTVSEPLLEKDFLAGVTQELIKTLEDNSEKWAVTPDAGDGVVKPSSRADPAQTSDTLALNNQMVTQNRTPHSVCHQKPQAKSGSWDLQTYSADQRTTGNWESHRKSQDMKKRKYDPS
miR122 inh: miR-122 Renilla sensor signal increase in Huh7, primary screen, miR-122 inhibitor project, cell-based, single point, plate reader; activation (reporter increase), % at 12.5 µM; Huh7 miR-122 Renilla luciferase sensor, 48 h; neutral wells = 0, positive control = 100; 0.3% of 340,000 active;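 active means mean replicate activation score at least 90 and every replicate individually at or above 90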;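 further: higher luciferase means less miR-122 activity so hits act as miR-122 inhibitors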
RAD54 branch: inhibitors of human RAD54 branch migration, primary screen, biochemical, fluorescence, single point; DNA repair and recombination protein RAD54-like (Homo sapiens), Q92698; RAD54 Holliday junction branch migration, FAM/BHQ fluorescence; inhibition, % at 10.4 µM; 0.14% of 360,000 active; AID 602329, 2012;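 active means mean normalized replicate activity at least 40 and at least half of replicates scoring 40 or more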;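 further: 0% = median of neutral control wells and 100% = median of positive control wells; inhibitors cause a drop in the FAM fluorescence signal; in these data hits start at about 50%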
ERAP1 HTS inh: human ERAP1 aminopeptidase inhibitors, primary screen, biochemical, single point, plate reader; recombinant ERAP1, Leu-AMC fluorescence, 60 min; 0.15% of 340,000 active; AID 652197, 2013; Endoplasmic reticulum aminopeptidase 1 (Homo sapiens), Q9NZ08; inhibition, % at 10.7 µM;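 active means mean replicate inhibition of at least 30%, or all replicates individually reaching that 30% level; inactive means mean below 30% and not every replicate reaching it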;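 further: 0% = neutral control wells and 100% = L-leucinethiol positive control wells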
PGC1a acetyl inh: inhibitors of PGC1a acetylation signal, primary screen, cell-based, U2OS, AlphaScreen, inhibitor mode | 0.17% of 350,000 active | inhibition, % at 15.6 µM | AlphaScreen anti-acetyl-lysine; with virally co-expressed GCN5 acetyltransferase;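 active means every replicate shows inhibition of at least 40%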;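 further: 0% = neutral control wells and 100% = positive control wells; some results beyond the cut were filed as inactive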
Cneo AK release: Cryptococcus neoformans cell lysis inducers, primary screen, AK release luminescence, single concentration; C. neoformans lysis, adenylate kinase release luminescence, 4 h; normalised: neutral wells 0, clomiphene wells 100; lysis activity, % at 15 µM; 0.2% of 360,000 active;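 active means mean lysis activity across replicates of at least 80%, whatever share of replicates individually reach that level; inactive means mean lysis activity below 80%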
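Material: C. neoformans cells; Schedule: 4 h static compound exposure, 37 °C, read 1 h post-reagent; Measured by: adenylate kinase release luminescence; Read-out: signal increase indicating cell lysis; Controls: Clomiphene as positive lysis control.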
E-sel inducer: E-selectin induction in HUVECs, primary screen, imaging, HUVEC, immunofluorescence imaging, single point; P16581; normalized: neutral wells 0, TNF-alpha wells 100; activation, % at 7.58 µM; 0.37% of 260,000 active; AID 686992, 2013;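 active means mean E-selectin-positive cell signal at least 10% of the positive control, reached in at least 60% of replicates, without over 20% cell loss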;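 further: in these data hits start at about 27%; measured in HUVEC primary endothelial cells; signal is the percent of cells scored E-selectin positive by PE staining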
Target sequence (P16581 whole entry, looked up): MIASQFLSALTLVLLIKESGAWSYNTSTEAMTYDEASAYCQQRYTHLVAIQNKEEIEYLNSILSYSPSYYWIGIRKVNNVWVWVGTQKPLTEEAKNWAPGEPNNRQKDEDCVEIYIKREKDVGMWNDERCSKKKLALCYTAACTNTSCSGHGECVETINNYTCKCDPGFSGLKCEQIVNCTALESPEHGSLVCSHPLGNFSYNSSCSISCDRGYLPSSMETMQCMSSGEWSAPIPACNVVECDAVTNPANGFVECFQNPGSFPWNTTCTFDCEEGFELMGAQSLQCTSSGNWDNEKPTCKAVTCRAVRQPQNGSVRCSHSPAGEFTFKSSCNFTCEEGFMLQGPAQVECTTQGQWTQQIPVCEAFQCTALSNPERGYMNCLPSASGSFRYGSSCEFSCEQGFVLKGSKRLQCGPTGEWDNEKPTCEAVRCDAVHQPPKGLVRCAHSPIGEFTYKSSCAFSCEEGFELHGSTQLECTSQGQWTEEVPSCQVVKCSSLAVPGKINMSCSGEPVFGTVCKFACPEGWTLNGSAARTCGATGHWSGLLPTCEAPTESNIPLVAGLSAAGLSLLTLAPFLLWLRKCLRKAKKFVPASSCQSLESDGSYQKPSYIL
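System: HUVEC / Compound: single concentration / Signal: immunofluorescence imaging / Read-out: percent E-selectin-positive cells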
* = called active by the depositor; nt = no result given; & = joins results of further samples; [ ] = remark or other dose.

SMILES	PglD inh	RAD52 anneal inh	miR122 inh	RAD54 branch	ERAP1 HTS inh	PGC1a acetyl inh	Cneo AK release	E-sel inducer
C[C@H]1CCCCO[C@@H](CN(C)C(=O)Nc2cccc3ccccc23)[C@@H](C)CN([C@@H](C)CO)C(=O)c2cc(NS(C)(=O)=O)ccc2O1	2	18	36[16.7 µM]	2	-6	-8	1	0.0
CCOC(=O)c1c(NC(=O)c2ccccc2C(=O)O)sc2c1CCCC2	-4	-3	2	-9	-19	6	-1	nt
CC(C)c1ccc(Nc2nc(Cl)nc(Cl)n2)cc1	-2	-26	3	2	-1	-4	7	-1.4
C[C@@H](NC(=O)C[C@H]1C[C@@H]2c3cc(N(C)C)ccc3O[C@@H]2[C@H](CO)O1)c1ccccc1	2	-53	-2[16.7 µM]	-5	1	-4	-1	0.4
CN1CCN(C(=O)c2ccccc2N(Cc2ccccc2)S(=O)(=O)c2ccccc2)CC1	-1	-7	3	4	4	5	-1	nt
Cc1ccc(NS(=O)(=O)c2cc(C(N)=O)ccc2C)cc1	0	12	52	10	-1	-20	-4	nt
COc1ccc(S(=O)(=O)N(C)C[C@@H]2Oc3ccc(NC(=O)NC4CCCCC4)cc3C(=O)N([C@H](C)CO)C[C@H]2C)cc1	2	2	-7[16.7 µM]	20	2	11	4	-0.2
COc1cc(CCc2ccccc2)c(C(=O)O)c(O)c1C/C=C(/C)CCC=C(C)C	5	-20	-5	-5	nt	23	-3	-0.5
CC(C)OC(=O)c1cccc(C(=O)Oc2ccc(Br)cc2)n1	-4	nt	-5	8	nt	-3	-2	nt
O=C(NCc1cccnc1)c1ccc(-c2ccc(F)c(F)c2)c2ccoc12	2	4	-4	-15	16	11	8	-0.4
Cc1cc(C(=O)OC(C)C(=O)NC2CCCCC2C)c2ccccc2n1 (configuration not stated)	-3	51*	0	-4	-1	0	1	-0.1
C[C@H]1CN([C@@H](C)CO)C(=O)CCCn2cc(nn2)CO[C@@H]1CN(C)S(=O)(=O)c1ccc(-c2ccccc2)cc1	11&3&2	7&16&8	-2	-25&8&3	1&-1&-3	5&3&8	-1&-2&8	-1.6&-0.1

Some values from the list:
`CC(C)OC(=O)c1cccc(C(=O)Oc2ccc(Br)cc2)n1` in PglD inh is entered as -4
`COc1ccc(S(=O)(=O)N(C)C[C@@H]2Oc3ccc(NC(=O)NC4CCCCC4)cc3C(=O)N([C@H](C)CO)C[C@H]2C)cc1` in RAD54 branch is entered as 20

Further entries.
SMILES	PglD inh	RAD52 anneal inh	miR122 inh	RAD54 branch	ERAP1 HTS inh	PGC1a acetyl inh	Cneo AK release	E-sel inducer
C[C@@H]1CCCCO[C@@H](CN(C)Cc2ccc(C(F)(F)F)cc2)[C@@H](C)CN([C@H](C)CO)C(=O)c2cc(NC(=O)Nc3ccc4c(c3)OCO4)ccc2O1	0	-3	0[16.7 µM]	5	-3	18	-1	0.0
CCc1ccc(NC(=O)CSc2nnc(Cn3c(=O)sc4ccccc43)n2C)cc1	2	-5	-5	-7	1	4	-2	0.5
CCOC(=O)C1(Cc2cccc(OC)c2)CCN(Cc2ccccc2OC)CC1	-1	3	4	1	-2	0	1	nt
O=C(Nc1ccc2c(c1)OCO2)N[C@@H]1CC[C@@H](CCNC(=O)C2CCOCC2)O[C@@H]1CO	-1	-6	nt	-5	1	0	-2	-0.2
COC(=O)c1c(C)[nH]c(C)c1C(=O)c1ccccc1Cc1ccccc1	1	-57	1	0	1	nt	-1	0.3
COCCNC(=O)c1ccc2c(c1)nc(C)n2-c1cccc(Cl)c1	-6	-16	-1	-5	5	15	-1	-0.2
COc1cc(-c2nc(C(=O)NCC3CCCO3)cc3c2[nH]c2ccccc23)cc(OC)c1OC (configuration not stated)	1	-27	4	-2	5	-11	0	nt
O=C(Nc1ccc(OCc2ccccc2)cc1)Nc1nnc([C@H]2C[C@H](O)[C@@H](CO)O2)s1	2	-8	4	8	-1	2	0	0.2
C[C@H](CO)N1C[C@H](C)[C@@H](CN(C)S(=O)(=O)c2ccccc2)Oc2c(NC(=O)Nc3ccc(F)cc3)cccc2C1=O	-4	21	11[16.7 µM]	3	-1	-10	-1	-0.1
O=C1CCOc2cc(OCc3ccccc3)ccc21	0	nt	-18	-8	nt	4	11	nt
CC(=O)Nc1cccc(-c2ccnc3c2CC(C(=O)NCCC(F)(F)F)O3)c1 (configuration not stated)	-3	-3	3	-12	-2	10	-1	0.5
O=C(N/N=C/c1ccsc1)c1c[nH]c2ccccc12	0	-18	nt	7	-4	nt	0	0.6

RAD52 anneal inh: entries above that show a hit.
Structure	PglD inh	RAD52 anneal inh	miR122 inh	ERAP1 HTS inh	PGC1a acetyl inh
Cc1cc(C(=O)OC(C)C(=O)NC2CCCCC2C)c2ccccc2n1 (configuration not stated)	-3	51*	0	-1	0

(list continues)
SMILES	PglD inh	RAD52 anneal inh	miR122 inh	RAD54 branch	ERAP1 HTS inh	PGC1a acetyl inh	Cneo AK release	E-sel inducer
COCC(=O)N1[C@@H](C#N)[C@H](c2ccccc2-c2cccc(F)c2)[C@@H]1CO	nt	0	nt	nt	3	4	nt	0.1
Cn1cccc1-c1cc(C(=O)N/N=C/c2ccc(Cl)cc2)[nH]n1	1	-13	0	-8	-3	2	0	nt
O=C(COC(=O)c1ccco1)Nc1nc2ccccc2s1	-2	nt	-26	-3	nt	nt	0	nt
O=C(C[C@@H]1CC[C@H](NS(=O)(=O)c2ccc(F)cc2)[C@@H](CO)O1)NC1CCCCC1	-5	-25	nt	2	1	-3	2	-0.2
CC(C(=O)N1CCCc2c1c(=O)oc1ccc(O)cc21)N1CCc2ccccc2C1 (configuration not stated)	23*	nt	9	1	nt	-12	-2	nt
NS(=O)(=O)c1ccc(CCNc2nn3c(-c4cccc(OC(F)(F)F)c4)cnc3s2)cc1	1	11	-22	-12	2	nt	-1	0.2
O=C(COC(=O)CCc1ccc(S(=O)(=O)N2CCOCC2)cc1)Nc1ncc(C(F)(F)F)cc1Cl	1	nt	-9	-2	nt	nt	-1	nt
CCCNC(=O)c1cc(C2CCCN(C(=O)c3cc(C(C)(C)C)nn3C)C2)on1 (configuration not stated)	-5	-15	-5	4	-3	10	2	0.0
CCC(C)c1ccc(NC(=O)c2cccnc2)cc1 (configuration not stated)	-3	nt	8	-1	nt	-12	-3	nt
CCC(C)Sc1ccc(-c2nc3cnccn3c2NC2CCCCC2)cc1 (configuration not stated)	0	-99&-114	9	-11	-5&-1	-4	-2	-0.5&0.2
Cc1cc(OCCNCCO)cc(C)c1Cl	3	nt	1	0	nt	-30	6	nt
CC=Cc1ccc2n(c1=O)C[C@H]1[C@H](CO)[C@@H](C(=O)NCC(F)(F)F)[C@@H]2N1C(C)=O (mixture of isomers)	3	0	-1[16.7 µM]	5	-1	nt	3	-1.6
O=C(COc1nsnc1N1CCOCC1)Nc1ccccc1Cl	3	-8	-4	4	4	-7	0	nt
Cc1cccnc1NC(=O)c1ccc(Cl)c(S(=O)(=O)N2CCCCCC2)c1	1	-12	nt	-24	-4	7	2	2.8
Cn1c(Cn2nnc3ccccc32)nnc1SCC(=O)Nc1nccs1	-4	3	7	6	-9	14	nt	nt
CCc1ccc(-c2nc(CS(=O)CC(=O)NCCN3CCCCCC3)c(C)o2)cc1 (configuration not stated)	3	-3	-1	-11	1	1	1	0.1
CC(=O)Nc1cccc(NC(=O)c2csc(C)c2)c1	-6	-8	nt	4	-2	nt	1	-0.1
CSCc1ccc(C(=O)NCCSc2ccc(Br)cc2)cc1	2	-35	nt	5	1	nt	18	1.2
Cc1cn([C@H]2C[C@H](O)[C@@H](CNCc3ccc(Oc4cc(-n5cccn5)ncn4)cc3)O2)c(=O)[nH]c1=O	6	-17	-4	-15	-2	-5	1	0.2
CCC(C)c1c(O)nc(SCc2ccccc2)[nH]c1=O (configuration not stated)	-13	nt	-6	-2	nt	14	0	nt
CCC(NC(C)C)C(O)c1ccc(O)c(O)c1 (configuration not stated)	0&2	-23	-1	-19&-7	3	9	0&-2	0.1
Cc1ccc2nc(C)c3c(c2c1)OC(C(C)(Cl)Br)C3 (configuration not stated)	-1	-9	0	7	0	-12	1	-1.5
COc1cc(S(=O)(=O)N2CCCCC2)ccc1NC(=O)Cc1ccccc1	4	-10	13	-12	-7	nt	0	nt
O=C(C[C@@H]1CC[C@@H]2[C@H](COC[C@@H](O)CN2Cc2ccccc2)O1)N[C@H]1CCN(Cc2ccccc2)C1	-4	-3	1[16.7 µM]	5	1	-12	-1	0.0
C[C@H](CO)N1C[C@H](C)[C@H](CN(C)S(=O)(=O)c2ccc(F)cc2)OCc2cn(nn2)CCCC1=O	-1	-1	-2[16.7 µM]	1	2	-2	12	0.5
C[C@H](CO)N1C[C@H](C)[C@H](CN(C)S(=O)(=O)c2ccc3ccccc3c2)OCc2cnnn2CCCC1=O	-6&-1&-2	-20&-2&7	-7	-22&5&-1	-2&-1&3	12&6&4	7&-6&-7	-2.1&-0.1
CCC(=O)N1[C@H](CO)[C@@H](c2ccccc2)[C@@H]1CN(C)C(=O)c1ccccc1F	-6	-3	33[16.7 µM]	1	1	-1	-2	-0.1
COc1ccccc1CN1C(=O)c2ccccc2[C@@H](C(=O)NCc2ccccc2)[C@@H]1c1ccc(CO)cc1	2	20	nt	4	3	nt	-2	nt
O=C(Nc1nnc(CC2=CCCCC2)s1)c1cccs1	1	nt	1	11	nt	20	-1	nt
CCC(=O)N(C(=O)CC)N1CCN(c2ccncc2S(=O)(=O)N2CCCCC2)CC1	-1	-6	nt	-12	-4	-3	-3	-0.4
Cc1ccc(S(=O)(=O)NNc2c3ccccc3nc3ccc(Cl)cc23)cc1	4	-12	-7	-20	2	-1	1	0.2
O=C(/C=C/c1ccccc1)Nc1nnc(SCC(=O)c2ccc3ccccc3c2)s1	-7	nt	26	3	nt	nt	-5	nt
Cc1ccccc1NC(=O)COc1ccc2oc(=O)cc(C)c2c1	-27	-21	-6	1	-2	-5	2	nt
Cn1nc(CC(=O)NCc2ccc(C(F)(F)F)cc2)c2ccccc2c1=O	-2	nt	-1	10	nt	-2	-1	nt
CCCCCCCCCC(=O)N[C@@H]1c2cc(OC)c(OC)cc2C[C@H]1O	-6	-5	6	3	nt	0	3	-5.6
COCC(=O)Nc1nnc(-c2ccc(C(C)(C)C)cc2)s1	-27	-15	-5	-3	nt	1	-11	0.7
CC(C)NC(=O)N(C)C[C@@H]1Oc2ccc(NC(=O)CCC(F)(F)F)cc2CC(=O)N([C@@H](C)CO)C[C@H]1C	3	-12	-3[16.7 µM]	2	2	13	2	113*
COc1ccc([N+](=O)[O-])cc1N1C(=O)c2cccnc2C1=O	-4	0	1	-6	-25	nt	-1	nt
CCC(=O)N1CC2(CCN(C(=O)Nc3ccc(F)cc3)CC2)c2c([nH]c3cc(OC)ccc23)[C@H]1CO	nt	2	nt	nt	3	5	nt	-0.1
CCN1CCN(C(CNS(=O)(=O)c2ccccc2)c2ccccc2)CC1 (configuration not stated)	-2	-8	-5	6	-5	0	1	nt
Cc1ccc(C(=O)Nc2ccccc2C(=O)NC(Cc2ccccc2)C(=O)O)cc1 (configuration not stated)	-2	-7	-4	8	0	0	-4	14
O=C(O)CCCC(=O)NCCc1cccc(Cl)c1	-5	nt	0	-2	nt	-1	3	nt

Screening results (PubChem)
